# Screening results (PubChem BioAssay)
# PLK1 PBD inh: qHTS for Inhibitors of PLK1-PDB (polo-like kinase 1 - polo-box domain): Primary Screen; Serine/threonine-protein kinase PLK1 (Homo sapiens), P53350; Plk1 PBD binding of FITC phosphopeptide, fluorescence polarization; Potency, µM, for the others: max response, negative = inhibition, most hits filed as inhibitors; actives 2.8% (n = 360,000); also: potency is read from the fitted curve at half-maximal effect; series mostly up to about 57 µM; % is scaled to controls: 0 for no effect and ±100 for the full control effect; nearly all actives have a fitted effect of over 65% in size
# Target sequence (P53350 whole entry, looked up, the tested form may be a part): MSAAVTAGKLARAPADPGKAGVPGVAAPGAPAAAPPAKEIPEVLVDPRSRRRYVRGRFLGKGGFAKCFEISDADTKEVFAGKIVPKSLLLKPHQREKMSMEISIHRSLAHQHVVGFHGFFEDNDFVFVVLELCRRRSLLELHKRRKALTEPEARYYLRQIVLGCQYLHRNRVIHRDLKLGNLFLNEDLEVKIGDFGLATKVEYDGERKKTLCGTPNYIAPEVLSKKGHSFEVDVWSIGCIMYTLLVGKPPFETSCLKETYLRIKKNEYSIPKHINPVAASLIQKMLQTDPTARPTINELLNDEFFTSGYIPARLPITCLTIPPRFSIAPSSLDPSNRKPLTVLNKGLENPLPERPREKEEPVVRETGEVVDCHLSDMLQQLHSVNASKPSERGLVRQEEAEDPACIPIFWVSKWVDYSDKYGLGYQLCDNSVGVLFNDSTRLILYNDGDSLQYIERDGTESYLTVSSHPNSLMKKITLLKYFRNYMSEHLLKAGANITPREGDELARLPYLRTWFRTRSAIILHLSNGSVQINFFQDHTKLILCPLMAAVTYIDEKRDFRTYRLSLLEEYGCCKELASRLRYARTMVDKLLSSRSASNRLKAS
# HEK293 tox: qHTS of GLP-1 Receptor Inverse Agonists: Cytotox Screen; Potency, µM (highest dose often 38.3 µM), for inactives: at the top dose activity change, negative = inhibition, usual class: inhibitors; AID 624418, 2012; HEK293 cAMP-luciferase reporter cells, luminescence, 24 h; actives 0.13% (n = 410,000);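 also: loss of luciferase light is scored as toxicity; potency is read from the fitted curve at half-maximal effect; % is scaled to controls: 0 for no effect and ±100 for the full control effect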
#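 Step one: seed cells (200 cells/uL, DMEM with 10% Nu serum, 1% pen-strep). Step two: 12-hour incubation at 37 deg C. Step three: pin 23 nL compound, incubate 24 hr. Step four: add luciferase reagent, read luminescence 12 min later.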
# WRN helicase inh: qHTS for Inhibitors of WRN Helicase | Potency, µM (series often up to 114 µM), without a hit: at the highest dose activity change, negative = inhibition, hits mostly inhibitors | WRN helicase unwinding, fluorescent forked duplex, kinetic | actives 0.46% (n = 360,000); also: potency is read from the fitted curve at half-maximal effect; % is scaled to controls: 0 for no effect and ±100 for the full control effect; nearly all actives have a fitted effect of over 55% in size
#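 Fluorescence dequenching readout, ex 525 nm/em 598 nm, kinetic mode: forked duplex DNA (100 nM final) with adjacent fluorophore and quencher unwound by WRN (20 nM final) with 2 mM ATP. Compound preincubation 15 min, room temperature.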
# GLP1R inv ag: qHTS of GLP-1 Receptor Inverse Agonists (Inhibition Mode); HEK293 GLP-1R CRE-luciferase, luminescence, 24 h; GLP-1R form is constitutively active; actives 1.6% (n = 410,000); Glucagon-like peptide 1 receptor (Homo sapiens), P43220; Potency, µM (doses to about 38.3 µM), inactives show at the highest dose activity change, negative = inhibition, hits mostly inhibitors; also: potency is read from the fitted curve at half-maximal effect; % is scaled to controls: 0 for no effect and ±100 for the full control effect; nearly all actives have a fitted effect of over 55% in size
#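 Seeding at 200 cells/uL, 12 h culture, 24 hr compound treatment, then luciferase reagent and a luminescence read; cells are HEK293 stably expressing a constitutively active GLP-1R plus cAMP-responsive luciferase.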
# IL-2 act: qHTS of IL-2 Activators; IL-2 activation reporter assay, cell-based qHTS; stimulated with anti-CD3/CD4/CD28 beads; in transgenic mouse T cells; activation, % (series mostly up to about 46 µM); actives 0.065% (n = 360,000); in the data active = activation above about 50%; inconclusive = mostly about 30% to 49%; also: 0% is about no effect
#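 Readout is EGFP and DsRed signal by fluorescent plate cytometry after 18 h at 37 degrees C. Transgenic mouse T cells (750/well) received compound for 60 min before bead stimulation (anti-CD3, anti-CD4, anti-CD28); memory T cells served as non-tolerant control.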
# D3 antag: qHTS of D3 Dopamine Receptor Antagonist: qHTS | D3R cells, DiscoveRx beta-arrestin luminescence, antagonist mode; hits give low values | max response, negative = inhibition, % | actives 2.5% (n = 360,000); in the data active = max response below about -50%; inconclusive = no clear call, values can overlap the other calls; also: % is scaled to controls: 0 for no effect and ±100 for the full control effect; mostly tested at two doses, the higher about 12 µM
#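 Cells plated overnight at 1500 cells/well, then exposed to library compounds with dopamine controls for 90 minutes at 37 degrees C. DiscoveRx reagent added for 30–60 minutes at room temperature; luminescence read, quantitative HTS format.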
# GLP-1R agonist: qHTS of GLP-1 Receptor Agonists | Potency, µM (top dose mostly 45.6 µM), for inactives: at the top dose activation, actives largely listed as activators | HEK293 GLP-1R CRE-luciferase, luminescence, 4-6 h; cells express a hypersensitive GLP-1R form | actives 0.007% (n = 380,000) | Glucagon-like peptide 1 receptor (Homo sapiens), P43220; also: potency is read from the fitted curve at half-maximal effect; % of control where 0% means no effect
# D3 ag: qHTS of D3 Dopamine Receptor Agonist: qHTS | D3R DiscoveRx beta-arrestin cells, luminescence, 90 min | D(3) dopamine receptor (Homo sapiens), P35462 | actives 0.58% (n = 410,000) | AID 652048, 2013 | max activation, %; in the data active = max activation above about 30%; also: 0% is about no effect; mostly tested at two doses, the higher about 12 µM
#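 Cells at 1500/well, incubated overnight, then treated with pinned compounds (dopamine as control) for 90 min at 37 degrees C. DiscoveRx reagent added for 30 - 60 minutes at room temperature; luminescence read.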
# PI5P4K alpha inh: qHTS for Inhibitors of phosphatidylinositol 5-phosphate 4-kinase (PI5P4K); actives 1.2% (n = 330,000); Phosphatidylinositol 5-phosphate 4-kinase type-2 alpha (Homo sapiens), P48426; max response, %; PI5P4Kalpha enzyme, ADP-Glo luminescence, 60 min; hits give low values; active = max response of -50% or lower; inconclusive = between -30% and -50%; inactive = -30% or higher; also: value at the top dose of about 77 µM; % is scaled to controls: 0 for no effect and ±100 for the full control effect
# Target sequence (P48426 whole entry, looked up): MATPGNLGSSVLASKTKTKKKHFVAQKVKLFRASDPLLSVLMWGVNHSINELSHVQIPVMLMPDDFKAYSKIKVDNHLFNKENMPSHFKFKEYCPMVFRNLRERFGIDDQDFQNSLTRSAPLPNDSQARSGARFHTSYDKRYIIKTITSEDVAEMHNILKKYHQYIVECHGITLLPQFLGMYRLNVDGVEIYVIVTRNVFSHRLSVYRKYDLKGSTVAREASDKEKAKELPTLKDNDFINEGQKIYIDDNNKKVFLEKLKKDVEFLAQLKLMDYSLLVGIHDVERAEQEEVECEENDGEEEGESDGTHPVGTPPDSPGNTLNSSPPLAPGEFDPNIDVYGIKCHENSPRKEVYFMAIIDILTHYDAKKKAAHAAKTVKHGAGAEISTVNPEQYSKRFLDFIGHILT
#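 PI5P4Kalpha ADP-Glo assay; 5 microM ATP final; 60 min RT reaction; HEPES pH 7.4/EGTA/CHAPS, 5% DMSO; controls lacking substrate or enzyme; luminescent end-point.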
# * = called active by the depositor; u = inconclusive; x = not tested or not shown; & = joins results of further samples; [ ] = another dose, or the depositor's remark. Unless noted, calls follow the shape of the dose curve; as a rule, active = well fitted curve in the direction sought with a large enough effect; inconclusive = small, poorly fitted or top-dose-only effect, or another doubt; inactive = no such curve, though single readings can be large; an effect the other way counts as inactive or inconclusive. The order is random (roughly 7.8% active in at least one column).
SMILES	PLK1 PBD inh	HEK293 tox	WRN helicase inh	GLP1R inv ag	IL-2 act	D3 antag	GLP-1R agonist	D3 ag	PI5P4K alpha inh
Cc1csc(NC(=O)c2ccc3c(c2)OCO3)n1	-12.9%	-1.7%	10.6%	u	0.8	-2.6	0.8%	-5.9	-1.5
CC(C)c1ccc(C(=O)NCCCN2CCN(CCCNC(=O)c3ccc(C(C)C)cc3)CC2)cc1	2.6%	u	-17.5%	u	-0.4	3.7	15.5%	-5.3	-0.4
CC[C@@H]1C=C(C(=O)O)[C@H](c2ccc(C#N)cc2)N1S(=O)(=O)c1ccc(C)cc1	-9.3%	-8.8%	-5.6%	0.5%	-0.9	-7.7	-0.8%	-12.3	-1.0
O=C(COC(=O)[C@@H]1CC(O)CN1S(=O)(=O)c1ccc2c(c1)OCCO2)Nc1ccccc1F (stereo not given in full)	-0.1%	-0.4%[0.307 µM]	3.8%	1.0%[0.307 µM]	-0.2	12.1	-0.1%	-0.6	-4.9
CCN(CC)c1ncnc2c1cnn2C	-1.8%	-6.5%	-6.3%	35.2%[activator]	0.4	18.3	4.7%	2.8	x
CCCCc1ccc(CC(=O)O)cc1	29.9µM*	13.7%	8.5%	0.0%	0.0	-3.3	-12.2%	-6.3	x
COCCNC(=O)C1CCCN(Cc2ccccc2Cl)CC1 (stereo not given)	-4.8%	0.4%	-1.8%	5.1%	0.1	57.8	-4.9%	4.0	0.7
Cc1ccccc1CS(=O)(=O)CC(O)CN1CCCC1=O (stereo not given)	0.7%	-7.3%	-4.0%	-12.5%	-3.8	-5.0	-0.1%	-8.0	-1.5
CN(c1ccccc1)c1ccc(/C=C(/CCC(=O)O)c2nc3ccccc3s2)cc1[N+](=O)[O-]	u	-27.1%	u	11.2µM*	-0.3	-8.1	5.0%	5.9	u
CCOC(=O)C1=C(N)OC2=C(C(=O)CCC2)C1c1cccnc1 (stereo not given)	-0.7%	13.9%	6.9%	4.9%	0.5	-2.6	-12.5%	1.3	3.4
COc1ccc(NC(=O)CSc2nnc(C3CCCCC3)o2)c(OC)c1	-3.0%	-5.9%	-14.4%	0.0%	0.0	-8.8	26.2%	2.0	x
Cc1ccc([N+](=O)[O-])cc1Nc1nc(N2CCOCC2)nc(N2CCOCC2)n1	-12.2%	27.6%	-16.9%	10.1%	0.6	u	10.5%	-6.4	-74.2*
CC(C)(C)NC(=O)c1ccc2nsnc2c1	-8.5%	-4.3%	-33.8%[57.1 µM]	5.1%	1.2	1.0	-1.9%	2.0	4.8
C=CCNC(=O)C1CCN(c2ccc(S(=O)(=O)N3CCOCC3)cc2[N+](=O)[O-])CC1	-0.3%	-1.6%	7.0%	4.2%	-2.3	-0.3	9.7%	2.3	0.7
C/C(CC(=O)Nc1ccc(Br)cc1)=N\NC(=O)Cc1csc(N)n1	0.5%	-16.2%	-5.0%	u	1.8	0.8	4.4%	-13.4	7.0
CC(C)(C)CC(=O)OCC(=O)Nc1cc(C(C)(C)C)nn1-c1ccccc1	23.8µM*	5.0%	-7.4%	0.0%	2.2	18.7	0.9%	3.4	x
CCN(CC)S(=O)(=O)c1cc(C(=O)NC2=NCCS2)ccc1Cl	-1.9%	-9.7%	-1.2%	12.7%	-2.6	-23.7	4.9%	-0.1	1.2
CCc1ccc(NC(=S)N(CCCN2CCN(C)CC2)Cc2cccs2)cc1	-3.9%	-16.3%	4.6%	u	-2.8	-13.0	11.0%	-31.7	15.3
Cc1ccccc1Cn1nc(C)c(NC(=O)/C=C/c2cnn(C)c2)c1C	-8.4%	47.0%[activator]	-25.9%[57.1 µM]	49.7%[activator]	-2.2	4.8	u	5.9	1.4
O=C1CC(c2c(F)cccc2Cl)C(n2cncn2)C(O)=C1C1NCCc2ccccc21 (stereo not given)	-0.3%	-27.5%	-13.9%	0.1%	-5.3	7.9	-1.1%	6.3	-3.1
CN1CCSc2ccc(C(=O)NCc3ccccc3F)cc21	-15.4%	14.0%&9.4%	1.2%	u	-1.6	-22.9	-1.4%	-6.2&-9.7	-10.8
CCOC(=O)C(=O)N1CCC(C(=O)OCC)CC1	1.0%	29.2%	8.7%	3.5%	2.3	-17.1	6.4%	-8.5	5.0
CN(C)C(=O)COC(=O)/C=C/c1cn(-c2ccccc2)nc1-c1cccs1	-5.2%	13.0%	-4.9%	u	-0.5	7.5	8.3%	-3.9	6.9
Nc1ccc(Oc2ccc3c(c2)C(=O)NC3=O)cc1	-14.2%	-16.1%	-3.3%	1.0%	-2.9	-16.0	14.1%	-1.0	-10.2
N#Cc1cccc(NC(=O)CSc2cccc[n+]2[O-])c1	3.2%	0.5%	-4.1%	15.7%	-0.4	5.6	0.6%	-15.3	-1.6
O=S(=O)(c1ccc(Cl)nc1)N1CCc2ccccc21	-0.2%	9.0%	-5.4%	-43.1%	1.3	-3.9	-0.7%	-5.2	5.9
Cc1ccc(OCCC(=O)OCC(=O)NC2CCS(=O)(=O)C2)cc1 (stereo not given)	-8.1%	2.1%	0.0%	-0.8%	0.3	10.1	-0.3%	8.4	1.9
COc1ccc(NC(=O)C2CCCN(S(=O)(=O)c3ccc4c(c3)oc(=O)n4C)C2)c(OC)c1 (stereo not given)	-8.1%	-3.6%&0.0%	-1.6%	u	-1.7	-24.2	2.9%&4.1%	2.7&0.9	-2.8
O=C(NCCCSc1ccccc1)c1cc(Br)ccc1O	-14.1%	-20.3%	-20.6%	u	-4.6	u	-5.9%	1.3	25.9
CCCCCc1ccc(-c2ccc(/C=C/C(N)=O)cc2)nc1	-10.9%	26.4%	-35.5%[57.1 µM]	22.9%	-1.2	3.8	-10.7%	3.1	1.2
COCCN1C(=O)CCC1(C)C(=O)Nc1c(C)cccc1C (stereo not given)	-7.4%	6.1%	-2.4%	32.4%[activator]	-0.7	0.0	-1.0%	-2.2	3.8
CC(Sc1nc2ccccc2c(=O)n1CCc1ccc(S(N)(=O)=O)cc1)C(=O)NC(N)=O (stereo not given)	1.3%	5.1%	0.3%	16.7%	-1.2	12.4	22.5%	13.8	-0.1
COc1ccc2c(c1)CCc1cc(C(=O)N3CCN(c4ccc(N5CCOCC5)nn4)CC3)sc1-2	-12.3%	-9.9%	-9.7%	-2.4%	-3.5	-0.2	-0.1%	-2.5	-6.6
CC(C)c1ccc(NC(=O)[C@H](Cc2c[nH]c3ccccc23)NC(=O)[C@@H]2Cc3ccccc3CN2)cc1	1.5%	-16.4%	1.2%	u	0.9	0.3	0.4%	-23.0	-18.7
Cc1ccc(CNC(=O)Cn2cnc3c(OCc4ccccc4)ncnc32)o1	-9.2%	-18.2%	-0.8%	-27.3%	0.2	15.6	-2.3%	0.2	1.3
CCC(C)NC(=O)c1ccc(CSCc2ccccc2Cl)o1 (stereo not given)	-6.2%	6.4%	11.4%	u	0.0	-24.5	24.8%	5.4	-0.3
O=C1c2cccc3cccc(c23)C(=O)N1c1ccc2ncccc2c1	-2.2%	15.8%	79.4µM*	-2.3%	-1.9	14.5	1.3%	-0.1	6.3
Cc1ccc(NC(=O)c2cccc(S(=O)(=O)N3CCCCC3)c2)cc1	-0.8%	1.6%	-3.2%	u	2.3	15.1	11.9%	7.0	-9.1
NC(=O)COC(=O)c1cc(=O)[nH]c2ccccc12	-29.1%	-3.9%	-0.7%	u	2.9	1.5	-1.8%	5.8	1.9
Cc1ccc(NC(=O)Cn2c(=O)n(-c3ccccc3)c(=O)c3c4c(sc32)CCCC4)cc1	x	-4.8%	x	7.0%	x	x	0.0%	6.5	x
NNC(=O)CCN1CCN(C(c2ccccc2)c2ccccc2)CC1	-1.2%	-18.5%	7.4%	u	-0.3	-4.8	10.4%	-15.2	2.9
Cc1csc2nnc(N)n12	-11.4%	60.0%[activator]	2.2%	-0.1%	-1.2	-4.2	4.0%	-1.0	-1.3
O=C(CCC(=O)N1CCN(S(=O)(=O)c2ccc(Cl)cc2)CC1)Nc1ccc(Cl)cc1Cl	u	-11.0%	4.9%	u	0.2	4.8	-1.8%	0.1	5.8
O=C(CSc1nnnn1-c1ccccc1)Nc1ccc(Cl)cn1	-2.9%	13.6%	-6.9%	-22.9%	-0.2	-12.4	1.4%	-0.4	1.2
CC(C)(C)NC(=O)Cn1nnc(-c2ccc(OCc3c(F)cccc3Cl)cc2)n1	-15.7%	4.2%	3.9%	u	-3.0	12.4	-4.7%	18.8	14.0
NS(=O)(=O)c1ccc(CCNC(=O)NC2CCCCC2)cc1	-3.6%	0.0%	3.1%	4.8%	-1.2	0.9	4.9%	0.8	-0.1
CCNC(=O)NC(=O)C(C)OC(=O)c1ccc(-n2nc(SC)sc2=S)cc1 (stereo not given)	-1.3%	16.2%	-14.1%	u	-2.2	0.5	14.1%	6.3	-1.5
CC1CN(C(=O)CSc2nnc(-c3ccc(Cl)cc3)n2C)CC(C)O1 (stereo not given)	-7.6%	1.4%	65.5%[activator]	-0.7%	1.0	-21.3	-2.0%	-9.3	x

# Some values from above.
# Cc1ccc(OCCC(=O)OCC(=O)NC2CCS(=O)(=O)C2)cc1 (stereo not given) in WRN helicase inh shows 0.0%
# CC(C)(C)NC(=O)Cn1nnc(-c2ccc(OCc3c(F)cccc3Cl)cc2)n1 in PLK1 PBD inh shows -15.7%
